Source: PubChem (The Scripps Research Institute Molecular Screening Center)
TEAD-YAP block: TEAD-YAP interaction inhibition | inhibition, % at 9.12 µM | HEK-TIYL cells, TEAD-Gal4/YAP UAS-luciferase luminescence | 640,000 compounds, 1.4% hits | AID 1259422; in the data active means inhibition above about 32%;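 further: 0% = median of test compound wells and 100% = reference inhibitor wells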
MITF primary: blocks human microphthalmia-associated transcription factor. AID 1259374. AlphaScreen MITF homodimerization, bead proximity signal. O75030. inhibition, % at 2.6 µM. 650,000 compounds, 0.91% hits; in the data active means inhibition above about 50%;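 further: 0% = vehicle wells with protein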
GPR151 activ: activators of human GPR151; activation, % at 11.2 µM; Q8TDV0; AID 1508602; PathHunter beta-arrestin GPR151 cells, luminescence; 650,000 compounds, 1% hits; in the data active means activation above about 4.9%;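 further: 0% = median of compound wells and 100% = cells with positive control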
Target sequence (Q8TDV0 whole entry, looked up): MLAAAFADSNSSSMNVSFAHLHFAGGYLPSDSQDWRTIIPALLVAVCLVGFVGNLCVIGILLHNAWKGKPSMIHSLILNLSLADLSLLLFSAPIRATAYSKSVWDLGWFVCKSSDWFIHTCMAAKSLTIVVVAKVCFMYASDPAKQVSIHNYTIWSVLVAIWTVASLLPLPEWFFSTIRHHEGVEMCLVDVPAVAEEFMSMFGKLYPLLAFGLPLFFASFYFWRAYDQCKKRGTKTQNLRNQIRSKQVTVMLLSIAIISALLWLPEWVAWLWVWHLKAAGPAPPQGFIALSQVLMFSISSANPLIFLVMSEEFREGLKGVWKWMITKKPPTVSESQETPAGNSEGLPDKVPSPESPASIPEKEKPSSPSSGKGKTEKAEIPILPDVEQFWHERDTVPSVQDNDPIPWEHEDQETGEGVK
FBW7 act: human FBW7 E3 ligase activation, primary screen; AlphaScreen FBW7–phospho-cyclin E peptide binding, activator screen; normalized activity (activation), % at 26.1 µM; Q969H0; 650,000 compounds, 0.13% hits; in the data active means normalized activity above about 1.9%;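 further: purified mutant Fbw7 with reduced substrate affinity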
Target sequence (Q969H0 whole entry, looked up): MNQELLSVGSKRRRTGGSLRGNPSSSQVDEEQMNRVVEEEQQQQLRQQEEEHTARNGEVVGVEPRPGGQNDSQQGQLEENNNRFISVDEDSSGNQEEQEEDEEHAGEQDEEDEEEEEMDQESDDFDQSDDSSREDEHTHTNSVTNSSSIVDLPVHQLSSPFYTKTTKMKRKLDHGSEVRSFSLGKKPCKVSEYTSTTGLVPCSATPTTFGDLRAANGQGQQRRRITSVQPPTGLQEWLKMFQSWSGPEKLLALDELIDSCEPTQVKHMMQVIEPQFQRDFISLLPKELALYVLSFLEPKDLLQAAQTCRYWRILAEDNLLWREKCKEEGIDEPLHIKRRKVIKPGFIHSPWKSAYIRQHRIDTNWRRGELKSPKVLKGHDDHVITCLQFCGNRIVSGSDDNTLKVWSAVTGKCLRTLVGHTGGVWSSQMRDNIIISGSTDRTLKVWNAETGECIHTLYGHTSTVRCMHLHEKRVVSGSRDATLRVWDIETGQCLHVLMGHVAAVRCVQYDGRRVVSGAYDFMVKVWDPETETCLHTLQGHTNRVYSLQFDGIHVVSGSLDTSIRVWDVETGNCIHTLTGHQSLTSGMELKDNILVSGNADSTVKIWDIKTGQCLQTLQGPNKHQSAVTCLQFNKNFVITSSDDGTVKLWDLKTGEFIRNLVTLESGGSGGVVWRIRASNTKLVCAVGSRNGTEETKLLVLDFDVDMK
* marks the source's active call; other numbers are inactive results.

SMILES | TEAD-YAP block | MITF primary | GPR151 activ | FBW7 act
CC(Oc1ccc2ccccc2c1)C(=O)NNC(=O)COc1ccccc1C#N (stereo not given) | 7 | 14 | -1.9 | -0.1
CCSCCOC(=O)C1=C(C)NC2=C(C(=O)CCC2)C1c1ccc(OC)c(OC)c1 (stereo not given) | 1 | -5 | 3.7 | 0.0
O=C1CCCN1CCCNc1nccc(NCc2ccccc2)n1 | -7 | 0 | 1.2 | -0.1
CCCn1cnc2scc(-c3ccc(Cl)cc3)c2c1=O | -5 | -8 | -0.1 | -0.3
COc1ccc(C2=CSC(/N=C/c3ccc(F)cc3)=NN2)cc1 | 12 | 9 | -1.3 | 0.0
Fc1ccccc1/C=C/c1nn2c(Cc3ccccc3)nnc2s1 | -3 | -6 | 2.3 | -0.1
CCN(CC)S(=O)(=O)c1ccc2c(c1)OCCO2 | -4 | 6 | 1.5 | 0.1
COc1ccc(-c2nc3cnccn3c2NCc2ccc(F)cc2)cc1CO | -10 | -4 | 0.1 | 0.1
COc1cccc(C(=O)/C=C2/NCC3c4ccccc4CCN3C2=O)c1 (stereo not given) | -43 | -6 | 0.2 | -0.2
N#CCCN(CCC#N)C(=O)Cc1ccc(Cl)cc1 | -11 | -2 | 4.0 | -0.1
O=C1CCCN1CCn1cnc2c(NCc3ccccc3)nc(Nc3nccc4ccccc34)nc21 | -24 | 16 | 2.0 | -0.1
Nc1c(C(=O)Nc2ccc(Br)cc2)nnn1Cc1ccc(Cl)cc1 | 3 | -2 | 0.2 | -0.1
CC(=O)NCCOc1c(C)cc(S(=O)(=O)N2CCOCC2)cc1C | 1 | 8 | 0.9 | -0.1
N#CC1=C(N)n2c(s/c(=C\c3cc(Br)ccc3F)c2=O)=C(C#N)C1c1cc(Br)ccc1F (stereo not given) | -7 | 3 | -1.5 | -0.1
O=C1NC(c2ccc(Cl)cc2)C(C(=O)c2cccs2)C(O)(C(F)(F)F)N1 (stereo not given) | 16 | 14 | -1.7 | 0.1

The last six compounds of the section before come first, to join the parts.
SMILES | TEAD-YAP block | MITF primary | GPR151 activ | FBW7 act
N#CCCN(CCC#N)C(=O)Cc1ccc(Cl)cc1 | -11 | -2 | 4.0 | -0.1
O=C1CCCN1CCn1cnc2c(NCc3ccccc3)nc(Nc3nccc4ccccc34)nc21 | -24 | 16 | 2.0 | -0.1
Nc1c(C(=O)Nc2ccc(Br)cc2)nnn1Cc1ccc(Cl)cc1 | 3 | -2 | 0.2 | -0.1
CC(=O)NCCOc1c(C)cc(S(=O)(=O)N2CCOCC2)cc1C | 1 | 8 | 0.9 | -0.1
N#CC1=C(N)n2c(s/c(=C\c3cc(Br)ccc3F)c2=O)=C(C#N)C1c1cc(Br)ccc1F (stereo not given) | -7 | 3 | -1.5 | -0.1
O=C1NC(c2ccc(Cl)cc2)C(C(=O)c2cccs2)C(O)(C(F)(F)F)N1 (stereo not given) | 16 | 14 | -1.7 | 0.1
CCOc1ccc(-n2c(=S)sc3c(=O)n(-c4ccccc4)c(SCC(=O)Nc4ccc(C)cc4)nc32)cc1 | -3 | 3 | 1.0 | -0.2
COc1cc(/C=C2\SC(=S)N(NC(=O)c3ccccc3[N+](=O)[O-])C2=O)ccc1O | 4 | 18 | -0.3 | -0.1
O=C1OCc2cc(NS(=O)(=O)c3ccc(Br)s3)ccc21 | -1 | 10 | -2.0 | -0.1
CN(C(=O)c1oc(=O)c2ccccc2c1-c1ccccc1)c1ccc(Br)cc1 | -1 | 11 | 0.0 | 0.0
COCCCNC(=O)c1cc2c(=O)n3ccccc3nc2n(CCCO)c1=N | -1 | 10 | -0.4 | 0.0
CCOc1ccc(N2C(=O)CC(N3CCCC4CCCCC43)C2=O)cc1 (stereo not given) | 1 | -1 | -0.6 | -0.3
COc1cc(C)c(CN2CCc3nnc(CNC(C)=O)n3CC2)cc1C | -15 | 1 | 0.6 | 0.2
COc1cc(NCC(O)Cn2nnnc2-c2ccccc2)c(OC)cc1Cl (stereo not given) | -1 | 6 | -0.5 | 0.0
COc1ccc(CNc2ncnc3c2cnn3-c2ccccc2)cc1 | -6 | 8 | 0.4 | 0.2
Cc1cc(C(=O)CSc2ncnc3sc4c(c23)CCCC4)c(C)n1CC1CCCO1 (stereo not given) | -4 | -12 | 0.5 | -0.4
CCOc1ccc(-c2nc3c(C#N)c[nH]n3c2NC2CCCC2)cc1 | -18 | 7 | -0.9 | 0.1
O=C(Cc1ccc(Cl)cc1)NCCn1ncc2c(=O)n(Cc3ccccc3F)cnc21 | -6 | 38 | -1.3 | 0.0
Cc1ccc(-n2nc3c(c2NC(=O)c2ccc(Br)cc2)CS(=O)C3)cc1 (stereo not given) | -1 | 18 | 0.0 | 0.3
O=C(OCC(=O)N(C1CCCCC1)C1CCCCC1)c1ccncc1 | -10 | -2 | 0.9 | 0.1
COC(=O)c1ccc(/C=C2/C(=O)NC(=O)N(c3cccc(C)c3)C2=O)cc1 | 14 | 3 | -1.5 | 0.2
CCC(C)C(C(=O)Nc1sc2c(c1C#N)CCCCC2)N1C(=O)c2ccccc2C1=O (stereo not given) | -11 | -14 | -1.0 | 0.1
COc1ccc(CNc2nc(SCC(=O)N3CCC(C)CC3)nc3ccccc23)cc1 | 0 | -2 | 0.1 | -0.2
Cc1cc(NS(=O)(=O)c2ccc(NC(=O)Nc3ccc(Cl)cc3)cc2)no1 | -5 | -6 | -1.9 | 0.0
NC(=O)NC(CC(=O)Nc1ccc(F)cc1F)c1cccc(Oc2ccccc2)c1 (stereo not given) | 11 | 10 | 1.1 | 0.9
CCOc1ccc(NC(=O)/C(C#N)=C\c2ccc(O)c(OCC)c2)cc1 | -33 | 0 | 0.5 | 0.1
O=C(N/N=C/C=C/c1ccccc1)c1cccc(N2CCCC2=O)c1 | -20 | -1 | 0.5 | 0.0
CC(C)(C)C1CCC(=O)C(C2(O)C(=O)Nc3ccc(Br)cc32)C1 (stereo not given) | -1 | 16 | -0.3 | 0.3
Cc1nc2sccn2c1C(=O)NCc1ccco1 | 7 | 21 | -0.2 | 1.5
COCCCNCCOc1c(C)cccc1C(C)(C)C | -14 | 81* | -0.7 | 0.2
COc1ccc(-c2noc(N3CCN(c4ccc(OC)cc4)CC3)n2)cc1 | 5 | -1 | 2.2 | 0.4
CC(C)N(CCNC(=O)c1cccc(Oc2ccccc2)n1)C(C)C | 13 | -2 | -0.6 | 3.1*
COc1cccc(CNC(=O)Cc2nn[nH]n2)c1 | -6 | -4 | 0.4 | -0.2
COc1ccc(C(CC(=O)O)NC(=O)c2ccc(C)c(Br)c2)cc1 (stereo not given) | -5 | 10 | -1.0 | 0.2
O=C(Nc1nc2ccccc2s1)c1ccc(Cl)cc1[N+](=O)[O-] | -33 | 4 | 0.8 | -0.3
CC(C)N1C[C@@H](n2cnnn2)C[C@H]1C(=O)NCc1ccccc1Cl | 7 | -3 | -1.1 | -0.2

Some of these compounds in order of molar mass, ascending:
SMILES | TEAD-YAP block | MITF primary | GPR151 activ | FBW7 act
O=C1NC(c2ccc(Cl)cc2)C(C(=O)c2cccs2)C(O)(C(F)(F)F)N1 (stereo not given) | 16 | 14 | -1.7 | 0.1
CCC(C)C(C(=O)Nc1sc2c(c1C#N)CCCCC2)N1C(=O)c2ccccc2C1=O (stereo not given) | -11 | -14 | -1.0 | 0.1
Cc1cc(C(=O)CSc2ncnc3sc4c(c23)CCCC4)c(C)n1CC1CCCO1 (stereo not given) | -4 | -12 | 0.5 | -0.4

Carrying on.
SMILES | TEAD-YAP block | MITF primary | GPR151 activ | FBW7 act
O=C(CSc1nc2ccccc2s1)N1CCc2ccccc2C1 | 11 | 2 | 0.6 | 0.1
COc1ccc(NC(=O)c2sc3nc(C)nc(N4CCCCC4C)c3c2C)c(OC)c1 (stereo not given) | 4 | -6 | -1.3 | 0.0
CCS(=O)(=O)N1CCN(C(=O)c2ccc(OC)cc2)CC1 | -36 | -13 | 1.3 | 0.2
CCOC(=O)c1sc(NC(=O)C(C)Sc2nnc(CNC(=O)c3cccs3)n2C)c(C(=O)OCC)c1C (stereo not given) | -4 | 8 | -0.4 | 0.4
CCOc1ccc(N(C)S(=O)(=O)c2ccc3[nH]cc(C(=O)N4CCN(c5ccccc5)CC4)c(=O)c3c2)cc1 | 5 | 9 | -1.5 | -0.2
CCCc1cc(=O)[nH]c(SCC(=O)Nc2ccc(C(=O)OCC)cc2)n1 | 1 | 8 | 2.1 | 0.8
NS(=O)(=O)c1cccc(NC(=S)Nc2ccc(F)c(Cl)c2)c1 | -2 | 6 | 1.3 | -0.1
CCCCn1c(SCC(=O)Nc2cccc(C)c2C)nc2c1c(=O)n(C)c(=O)n2C | -1 | 9 | -0.8 | 0.5
CC(C)(C)c1ccc(CSc2nc3ccc(NC(=O)c4ccccc4F)cc3s2)cc1 | -17 | 1 | -1.0 | 0.0
CCOC(=O)C1=C(C)N=c2s/c(=C\c3cc(Br)ccc3O)c(=O)n2C1c1ccc(OC)c(OC)c1 (stereo not given) | -4 | -7 | 0.9 | 0.0
COc1cc(CNC(C)(C)CO)ccc1OCC(=O)NC(C)(C)C | 9 | 15 | 0.2 | 0.1
c1ccc(Oc2nc(N3CCOCC3)nc(N3CCOCC3)n2)cc1 | 3 | 11 | 0.4 | 0.1
CCS(=O)(=O)N1CCN=C1SCc1ccc(Br)cc1 | 4 | 14 | 0.2 | 0.3
CC(=O)c1cccc(NC(=O)CCc2ccc(S(=O)(=O)NC(C)(C)C)cc2)c1 | 9 | 19 | -2.6 | 0.1
Nc1nc(SCC(=O)NCC2CCCO2)[nH]c(=O)c1NC(=O)c1ccco1 (stereo not given) | 9 | 16 | 0.8 | 0.2
O=C(Cc1ccc(F)cc1)Nc1ccc(Br)cc1F | -11 | -2 | 0.6 | -0.1
O=C(c1ccc(OC2CSC2)cc1)N1CCC(O)(c2ccccn2)CC1 | 18 | 9 | 0.0 | 1.0
COc1cccc(C=O)c1OC(=O)c1cccc([N+](=O)[O-])c1 | 5 | 8 | 0.3 | 0.4
CC(C)(C)/C(O)=C/c1nc2ccccc2[nH]c1=O | -2 | 16 | 0.1 | 0.3
Cc1ccc(C2NC(=O)C(Nc3ccccc3)=C2C(=O)c2ccccc2)cc1 (stereo not given) | -42 | -7 | 0.5 | -0.1
CCCc1nc2ccccc2n1CC(O)COCc1ccccc1 (stereo not given) | 2 | 4 | -0.3 | 0.1
CC(C)=C1C2CCC1C(C(=O)N1CCN(c3ccccc3Cl)CC1)C2C(=O)O (stereo not given) | 11 | -6 | -1.5 | -0.2
COc1ccc(OC)c(C2C(C(N)=O)=C(C)Nc3ncnn32)c1 (stereo not given) | -1 | -11 | 0.7 | 0.1
COc1ccc(C(=O)NCc2ccccn2)cc1OC | -2 | 1 | -0.1 | -0.6
COC(=O)CS(=O)(=O)c1cc([N+](=O)[O-])cc([N+](=O)[O-])c1C(N)=O | 12 | 3 | -0.7 | 0.2
COc1cc(NC(=O)Cc2cn(-c3ccc(Nc4cccc(N(C)C)c4)nn3)c3ccccc23)cc(OC)c1OC | -1 | 0 | -0.8 | -0.1
Cc1csc(NC(=O)Cn2c3ccccc3c(=O)c3ccccc32)n1 | -7 | -6 | -1.4 | 0.1
COc1ccccc1C(c1nnnn1C1CCCC1)N1CCN(C)CC1 (stereo not given) | -11 | 21 | -1.9 | 1.6
Cc1ccc(-c2cc(-c3ccccc3)nc(N)c2C#N)cc1 | -1 | -12 | -0.3 | -0.2
CCCc1[nH]nc2c1C(c1ccc(OCCN3CCOCC3)c(OC)c1)C(C#N)=C(N)O2 (stereo not given) | 19 | -7 | 0.4 | -0.2
O=C(Cc1ccc(F)cc1)NCCc1nnc2n1CCN(CCCc1ccccc1)CC2 | 6 | -7 | 0.2 | 0.0
COc1ccccc1C(=O)NNC(=O)C(=O)Nc1ccccc1C | 7 | 6 | 0.0 | 0.3
O=C(COCC(=O)N/N=C/c1ccccc1Cl)N/N=C/c1ccccc1Cl | 4 | -1 | 0.4 | -0.1
COc1ccc(COC(=O)C2=C(C)NC3=C(C(=O)CC(C)(C)C3)C2c2ccc(F)c(F)c2)cc1 (stereo not given) | 0 | -2 | -1.1 | 0.3
CCOC(=O)N1CCc2c(sc(NCc3cccc(OC)c3)c2C(=O)Nc2ccccc2OCC)C1 | -5 | 2 | 0.8 | 0.1
CCOC(=O)N1CCN(C(=O)/C(=C/c2ccccc2F)NC(=O)c2ccccc2)CC1 | 13 | -8 | 2.2 | -0.2
COc1ccc(CNS(=O)(=O)c2ccc(OC)cc2)cc1 | 10 | 2 | -1.7 | 0.1
COc1ccc(/C=N/NC(=O)C(=O)NC(C)c2ccccc2)cc1OC (stereo not given) | 0 | 13 | -0.1 | 0.2
Cc1cc(=O)n2nc(N(C)CC(=O)N3CCCCC3)sc2n1 | -13 | -8 | -0.4 | 0.0
COc1cccc(/C=N/Nc2nc(-c3ccccc3)cs2)c1 | -43 | 4 | -0.6 | 0.4
Cc1cccnc1NC(=O)C(NS(=O)(=O)c1cccc2nsnc12)C(C)C (stereo not given) | -10 | -18 | -0.7 | 0.3
Cc1cccc(Cn2c(NCc3ccc4c(c3)OCO4)nc3c2c(=O)n(C)c(=O)n3C)c1 | 3 | 13 | -1.1 | 0.1
CCCCN(C)c1ccc(C(=O)OC)cc1NC(=S)Nc1ccc(C)c(C)c1 | -27 | 2 | -0.1 | -0.2
Cc1ccc(C=Nc2ccc(C(N)=O)cc2)s1 | 6 | -11 | 2.7 | 0.0
CCCCN(C)CCNC(=O)C1CCC(Cn2c(=O)[nH]c3ccccc3c2=O)CC1 (stereo not given) | 5 | 9 | 0.3 | 0.1
C[C@@H]1CN(Cc2nc(-c3ccccn3)no2)C[C@H](C)O1 | -4 | 16 | -0.7 | 0.2
CCOC(=O)C1=C(C)Nc2ncnn2C1c1ccc(OC)c(OC)c1 (stereo not given) | -2 | 10 | -0.4 | 0.7
